High-throughput results: PubChem BioAssay, National Center for Advancing Translational Sciences (NCATS)
GLS inh: qHTS for Inhibitors of Glutaminase (GLS); Glutaminase kidney isoform, mitochondrial (Homo sapiens), O94925; GLS enzymatic activity, qHTS titration; Potency, µM (top dose mostly 45.5 µM), for inactives: top-dose activity change, negative = inhibition, actives largely listed as inhibitors; 0.21% of 410,000 active; AID 624170, 2012; also: potency is read from the fitted curve at half-maximal effect; % is scaled to controls: 0 for no effect and ±100 for the full control effect
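Human kidney-isoform GLS in 45 mM KH2PO4 pH 8.2, 0.02% Tween-20, with compound, started with 1mM L-Glutamine (added stock). Glutamate oxidase/HRP/Amplex red coupled fluorescence read at start and after 30 min at RT.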
TrxR1 substrate: qHTS Assay for Substrates of Mammalian Selenoprotein Thioredoxin Reductase 1 (TrxR1): qHTS | purified TrxR1 substrate turnover, NADPH consumption readout | Potency, µM (series often up to 114 µM), for the others: at the top dose activity change, negative = substrate turnover | 0.01% of 390,000 active; also: potency is read from the fitted curve at half-maximal effect; % is scaled to controls: 0 for no effect and ±100 for the full control effect; nearly all actives have a fitted effect of over 50% in size
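Rat TrxR1, dispensed at 90 nM, was prereduced with 400 uM NADPH (final) for 5 min at ~22 deg C, then incubated with compound 15 min before 400 uM selenite. A first-read NADPH fluorescence drop versus no-compound background flagged substrates.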
Pin1 inh: qHTS Assay to Find Inhibitors of Pin1. Peptidyl-prolyl cis-trans isomerase NIMA-interacting 1 (Homo sapiens), Q13526. Pin1 FP peptide displacement, HiFluor488, 10 min. Potency, µM (highest dose often 115 µM), for the others: at the top dose activity, negative = inhibition, hits mostly inhibitors. 0.009% of 390,000 active. AID 504891, 2011; active = well fitted inhibition curve with a large enough effect in the polarisation, with a control signal flat, not every such curve was filed as active; inconclusive = small, poorly fitted or top-dose-only effect, or effect the other way, or a change in a side signal; inactive = no such curve, though single readings can be large or run the other way; the % refers to the polarisation; also: potency is read from the fitted curve at half-maximal effect; % is scaled to controls: 0 for no effect and ±100 for the full control effect
Target sequence (Q13526 whole entry, looked up): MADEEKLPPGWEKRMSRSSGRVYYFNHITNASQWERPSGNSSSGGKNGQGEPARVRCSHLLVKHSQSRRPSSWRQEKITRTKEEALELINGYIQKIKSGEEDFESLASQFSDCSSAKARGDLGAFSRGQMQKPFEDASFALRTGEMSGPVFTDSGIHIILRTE
TrxR1 inh: qHTS Assay for Inhibitors of Mammalian Selenoprotein Thioredoxin Reductase 1 (TrxR1): qHTS | recombinant rTrxR1, NADPH fluorescence consumption, selenite substrate | 1% of 390,000 active | Potency, µM (titrated, usually from 114 µM), for the others: at the top dose activity change, negative = inhibition, hits mostly inhibitors | Thioredoxin reductase 1, cytoplasmic (Rattus norvegicus), O89049; also: potency is read from the fitted curve at half-maximal effect; % is scaled to controls: 0 for no effect and ±100 for the full control effect; nearly all actives have a fitted effect of over 65% in size
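Rat TrxR1 (90 nM in the dispensed reagent) was pre-reduced with 400 uM NADPH for 5 min at room temperature, then incubated with compound for 15 min. After 400 uM selenite was added, NADPH fluorescence (Ex 340/Em 450 nm) was followed for 8 min.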
USP1 inh: Inhibitors of USP1/UAF1: Primary Screen; Potency, µM (titrated, usually from 57.1 µM), without a hit: top-dose activity change, negative = inhibition, actives largely listed as inhibitors; 0.23% of 390,000 active; Ubiquitin carboxyl-terminal hydrolase 1 (Homo sapiens), O94782; recombinant USP1/UAF1, Ub-Rhodamine cleavage fluorescence; AID 743255, 2014; also: potency is read from the fitted curve at half-maximal effect; % is scaled to controls: 0 for no effect and ±100 for the full control effect; nearly all actives have a fitted effect of over 60% in size; inactives centre near -12
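USP1/UAF1 complex (1 nM) preincubated 15 min at room temperature with compound, then Ub-Rho substrate (150 nM final) added. Kinetic fluorescence at 480/540 nm over 6 reads at 60 s intervals; 50 mM HEPES pH 7.8, 0.5 mM EDTA, 0.1 mg/ml BSA, 1 mM TCEP, 0.01% Tween-20.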
PI4K2A inh: qHTS for small molecular inhibitors of PI4K2A | Phosphatidylinositol 4-kinase type 2-alpha (Homo sapiens), Q9BTU6 | purified PI4K2A, ADP-Glo luminescence, 1 h; stronger effect = lower value | AID 1346378, 2018 | activity change, negative = inhibition, % at 76.9 µM | 0.13% of 420,000 active; in the data active = activity change below about -50%; inconclusive = mostly about -30% to -49%;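 also: -100% = wells without enzyme as full effect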
Target sequence (Q9BTU6 whole entry, looked up): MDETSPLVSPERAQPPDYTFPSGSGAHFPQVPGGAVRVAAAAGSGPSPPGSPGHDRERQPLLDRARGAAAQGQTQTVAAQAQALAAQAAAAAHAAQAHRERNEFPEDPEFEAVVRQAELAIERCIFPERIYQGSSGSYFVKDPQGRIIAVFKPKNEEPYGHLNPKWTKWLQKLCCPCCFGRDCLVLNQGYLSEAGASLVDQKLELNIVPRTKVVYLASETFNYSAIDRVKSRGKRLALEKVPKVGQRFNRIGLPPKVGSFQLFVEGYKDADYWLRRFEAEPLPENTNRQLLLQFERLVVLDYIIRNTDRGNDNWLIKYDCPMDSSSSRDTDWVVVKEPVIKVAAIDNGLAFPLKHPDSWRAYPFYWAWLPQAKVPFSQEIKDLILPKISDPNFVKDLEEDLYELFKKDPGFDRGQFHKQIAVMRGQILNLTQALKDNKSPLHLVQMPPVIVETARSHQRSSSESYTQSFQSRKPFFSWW
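Compounds are screened against recombinant PI4K2A using PI as substrate and ATP, the latter dispensed at 300 microM. Reactions run one hour at ambient temperature before ADP-Glo detection; full inhibition defined by wells lacking enzyme.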
HP1b binding inh: HTS for Inhibitors of HP1-beta Chromodomain Interactions with Methylated Histone Tails; Chromobox protein homolog 1 (Homo sapiens), P83916; AID 540317, 2011; 0.56% of 390,000 active; Potency, µM (doses to about 114 µM), without a hit: top-dose activity change, negative = inhibition, actives largely listed as inhibitors; AlphaScreen HP1-beta / biotin-H3K9me3 peptide binding; also: potency is read from the fitted curve at half-maximal effect; nearly all actives have a fitted effect of over 70% in size; inactives centre near 23
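Compound inhibition of the preformed complex between 50 nM HP1-beta and 50 nM biotinylated H3K9me3 peptide was read by AlphaScreen. Buffer was PBS pH 7.4 with 0.01% Tween-20. Incubations ran 30 min at room temperature, with 10 ug/mL donor/acceptor beads.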
IDH1 R132H inh: qHTS for Inhibitors of mutant isocitrate dehydrogenase 1 (IDH1): qHTS | Isocitrate dehydrogenase [NADP] cytoplasmic (Homo sapiens), O75874 | IDH1-R132H enzyme, NADPH consumption, diaphorase/resazurin fluorescence | Potency, µM (titrated, usually from 76.6 µM), for the others: at the highest dose activity change, negative = inhibition, most hits filed as inhibitors | 0.093% of 390,000 active | AID 602179, 2012; also: potency is read from the fitted curve at half-maximal effect; % is scaled to controls: 0 for no effect and ±100 for the full control effect; nearly all actives have a fitted effect of over 65% in size
Target sequence (O75874 whole entry R132H, stated change not applied): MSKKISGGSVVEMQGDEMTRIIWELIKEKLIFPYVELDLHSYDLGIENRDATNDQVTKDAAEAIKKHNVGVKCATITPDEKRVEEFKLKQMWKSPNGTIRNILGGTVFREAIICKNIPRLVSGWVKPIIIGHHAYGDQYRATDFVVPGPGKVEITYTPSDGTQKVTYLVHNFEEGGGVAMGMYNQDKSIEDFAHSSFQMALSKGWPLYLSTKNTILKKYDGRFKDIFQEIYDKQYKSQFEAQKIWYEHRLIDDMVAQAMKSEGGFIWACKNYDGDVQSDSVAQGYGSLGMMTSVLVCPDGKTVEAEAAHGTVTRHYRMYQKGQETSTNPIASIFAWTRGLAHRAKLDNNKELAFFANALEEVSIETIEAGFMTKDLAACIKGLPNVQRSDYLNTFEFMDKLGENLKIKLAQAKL
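IDH1-R132H (0.5 ug/mL dispensed) in pH 7.5 Tris buffer was preincubated 30 min with compound, then given a substrate mix of 0.016 mM NADPH and 2 mM alpha-KG for 80 min at room temperature; remaining NADPH was read by diaphorase/resazurin fluorescence.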
PGK inhibitor: qHTS Assay to Find Inhibitors of Phosphoglycerate Kinase. Phosphoglycerate kinase, glycosomal (Trypanosoma brucei brucei), P07378. PGK/GAPDH coupled, Kinase-Glo luminescence, 60 min. Potency, µM (top dose mostly 57.5 µM), for the others: top-dose activity change, negative = inhibition, actives largely listed as inhibitors. 0.043% of 380,000 active; also: potency is read from the fitted curve at half-maximal effect; % is scaled to controls: 0 for no effect and ±100 for the full control effect; nearly all actives have a fitted effect of over 60% in size
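Luminescent ATP detection (Kinase-Glo Plus) follows a 60-minute room-temperature incubation, with wells lacking PGK as controls. Buffer: 100 mM TEA (pH 7.6), 5 mM MgCl2, 0.01% Tween-20. Coupling enzyme GAPDH (100 nM final) supplies unstable 1,3-BPG in-well.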
Starred values were filed as active, the others as inactive; i = inactive; ? = inconclusive; nt = no result given; & = joins results of further samples; [ ] = remark or other dose. Unless noted, calls follow the shape of the dose curve; as a rule, active = well fitted curve in the direction sought with a large enough effect; inconclusive = small, poorly fitted or top-dose-only effect, or another doubt; inactive = no such curve, though single readings can be large; an effect the other way counts as inactive or inconclusive. An excerpt. The share of hits here may be higher or lower than overall.

The opening 3 records as a preview:
SMILES | GLS inh | TrxR1 substrate | Pin1 inh | TrxR1 inh | USP1 inh | PI4K2A inh | HP1b binding inh | IDH1 R132H inh | PGK inhibitor
CCN1CCN(S(=O)(=O)c2ccc(Cl)c(C(=O)N(CC(C)C)C3CCS(=O)(=O)C3)c2)CC1 (centres undefined) | -1% | 0% | 6% | 5% | -14% | -3 | 13% | 2% | -1%
COc1ccc(-c2nnc3ccc(SC(C(C)=O)C(C)=O)nn23)cc1OC | -22% | -1% | 1% | 2% | ? | -2 | -1% | 3% | -9%[11.5 µM]
CC1CC(C)CN(C(=O)c2ccccc2Nc2ccc(SC(F)F)cc2)C1 (centres undefined) | 0% | 3% | 5% | 17% | -18% | -1 | 29% | 3% | -6%

This part in full, from the first entry:
SMILES | GLS inh | TrxR1 substrate | Pin1 inh | TrxR1 inh | USP1 inh | PI4K2A inh | HP1b binding inh | IDH1 R132H inh | PGK inhibitor
CCN1CCN(S(=O)(=O)c2ccc(Cl)c(C(=O)N(CC(C)C)C3CCS(=O)(=O)C3)c2)CC1 (centres undefined) | -1% | 0% | 6% | 5% | -14% | -3 | 13% | 2% | -1%
COc1ccc(-c2nnc3ccc(SC(C(C)=O)C(C)=O)nn23)cc1OC | -22% | -1% | 1% | 2% | ? | -2 | -1% | 3% | -9%[11.5 µM]
CC1CC(C)CN(C(=O)c2ccccc2Nc2ccc(SC(F)F)cc2)C1 (centres undefined) | 0% | 3% | 5% | 17% | -18% | -1 | 29% | 3% | -6%
COc1cc(C(=O)Nc2ccc(OCc3cc(=O)n4ccc(C)cc4n3)cc2)cc(OC)c1OC | -13% | 9%[57.1 µM] | -1% | 16%[57.1 µM] | -5% | -3 | 19%[57 µM] | 14% | i
CCOC(=O)NNc1ccccc1 | -16% | -5% | -4% | 8% | -11% | -5 | 4% | 3% | -6%
O=C1CC2(CCN(C(=O)COc3ccc(Cl)cc3)CC2)Oc2ccccc21 | 1% | 9%[57.1 µM] | 4% | 2%[57.1 µM] | -10% | -2 | 4% | -5% | 1%
Cc1cc(N2CCN(C)CC2)nc2ccc(NC(=S)N3CCN(c4ccccn4)CC3)cc12 | -11% | -2% | -2% | 2% | -9% | -2 | -2% | 7% | -6%
CSc1ncc(C(=O)NCc2ccccc2Cl)c(C(F)(F)F)n1 | -2% | -1% | -7% | 6% | 11% | -5 | 32% | -7% | 9%
O=C(CCCc1ccccc1)NC1CC(=O)N(c2ccc(Cl)cc2)C1 (centres undefined) | 1% | -3%[57.1 µM] | 0% | 12%[57.1 µM] | -23% | 3 | 59%[activator] | 11% | i
Cc1cccc(N(CC(=O)Nc2c(C)n(C)n(-c3ccccc3)c2=O)S(C)(=O)=O)c1C | 1% | 6% | 7% | 4% | 2% | -5 | 5% | -1% | nt
CCCCOc1ccc(C(=O)NCC2(N3CCN(C)CC3)CCCCC2)cc1 | 1% | 4% | 1% | 16% | -15% | -4 | 23% | 0% | -9%
CC(=O)c1ccc(N=C2SCCCN2C(=O)C2CCCCC2)cc1 | 9% | 7% | 0% | 27% | -27% | 1 | 22% | 3% | -4%
Cc1ccc(N=Nc2c(N)[nH]n3c(=O)cc(C)nc23)cc1 | 15% | -22% | 3% | -18% | -3% | 12 | -12% | -2% | -1%
O=C(O)C[C@H]1c2cc(F)ccc2S(=O)(=O)N1C1CCCC1 | -3% | 8%&4% | -2% | 4%&4% | -3% | -1 | 32%[activator] | -11% | -3%
CSCc1ccc(C(=O)N2CCCC(Nc3ccc4c(c3)OCCO4)C2)o1 (centres undefined) | 3% | 0% | -8% | -14% | -12% | -1 | 14% | -5% | i
Cc1ccc(S(=O)(=O)N2CCCCC2)cc1C(=O)Nc1ccc2cn[nH]c2c1 | 1% | 11%[57.1 µM] | -1% | 3%[57.1 µM] | -17% | 5 | 14% | 7% | 0%
CCOc1ccc(-c2c(C)sc3nc[nH]c(=O)c23)cc1 | -11% | 7% | -3% | -5% | -16% | -3 | 48%[activator] | 3% | -2%
CCOc1ccccc1NC(=O)N1CC(CC)Oc2ccccc21 (centres undefined) | 8% | -1% | 2% | 4% | -2% | -4 | 47%[activator] | -10% | 9%
CNC(=O)C1CCN(S(=O)(=O)c2c(C)noc2/C=C/c2cccc(OC)c2)CC1 | 5% | 21%[57.1 µM] | 4% | -4%[57.1 µM] | -3% | 0 | 61%[activator] | -5% | 5%
CC(CCc1ccc(O)cc1)NCCc1ccc(O)c(O)c1 (centres undefined) | 45%&-8%[activator] | 4%[57.1 µM] | -10% | ? | 11% | -1&1&1 | -3% | 0% | 11%
CCC(Sc1nccn1C)C(=O)Nc1nnc(C)s1 (centres undefined) | -8% | 3% | 2% | 29% | ? | 5 | 28% | 10% | i
O=c1c2ccc([N+](=O)[O-])cc2ncn1CCOc1ccc(Cl)cc1 | -1% | 1% | 6% | -2% | -25% | 1 | 6% | 15% | i
O=C(O)c1cn(Cc2ccccc2)nc1-c1cccnc1 | -1% | 1%[57.1 µM] | 6% | 24% | 5% | 3 | 27% | 4% | 1%
CCCN1CCN(C(=O)Cn2cnc3ccc(S(=O)(=O)N4CCC(C)CC4)cc3c2=O)CC1 | -1% | -3% | -1% | 17%[57.1 µM] | -17% | -2 | 20% | -6% | -1%
CCCC(=O)NC(=S)Nc1cccc(NC(=O)c2ccc(Cl)cc2Cl)c1 | 49%[activator] | 7%[57.1 µM] | 4% | -39% | -19% | -4 | 0% | -2% | -10%

Continuation.
SMILES | GLS inh | TrxR1 substrate | Pin1 inh | TrxR1 inh | USP1 inh | PI4K2A inh | HP1b binding inh | IDH1 R132H inh | PGK inhibitor
NCCNC(=O)Cc1ccc(NC(=O)Cc2ccc(Nc3ncnc4c3ncn4[C@@H]3O[C@H](CO)[C@@H](O)[C@H]3O)cc2)cc1 | 2% | 0% | 3% | 6% | -6% | 1 | -3% | 6% | -8%
CCOc1cccc(C2C(C(=O)c3ccc(C)o3)=C(O)C(=O)N2Cc2ccccc2)c1 (centres undefined) | 12% | 1% | -1% | 7% | -26% | 2 | -4% | -10% | -7%
COc1ccc(/C=C/C(=O)Oc2ccc(C=O)cc2OC)cc1 | -17% | 3%[57.1 µM] | 2% | 2%[57.1 µM] | -13% | -1 | 27% | 5% | i
C[N+]1(CC(=O)OCCCC2CCCCC2)CCCC1 | 2% | 4%[57.1 µM] | 0% | 17%[57.1 µM] | -1% | 1 | ? | -7% | 3%
CC(NC(=O)CNC(=O)c1ccccc1Br)c1cccs1 (centres undefined) | -2% | 1%[57.1 µM] | -4% | 7%[57.1 µM] | -15% | -1 | 22% | -16% | 0%
COc1ccc(-c2cc(-c3cccs3)nc3sc(C#N)c(N)c23)cc1 | 3% | 6% | ? | 0% | -12% | -5 | 161%[activator] | 1% | 2%
COc1ccc(-c2cc(C(F)(F)F)c(C#N)c(SCC(=O)Nc3ccccc3C#N)n2)cc1 | 1% | 12% | ? | 4% | -19% | -15 | 35%[activator] | 2% | -9%
Cc1cccc(N2C(=O)C3C(c4ccccc4)OC4(C(=O)c5ccccc5C4=O)C3C2=O)c1 (centres undefined) | 5% | 4% | -8% | 24% | -16% | 5 | 3% | 3% | 1%
Cc1ccc(NC(=O)N2CCC(NC(=O)c3cccc(F)c3)CC2)cc1 | -13% | 8%[57.1 µM] | 31%[activator] | 21%[57.1 µM] | -17% | -1 | 16% | 4% | i
CCCCn1c2nc3ccccc3nc2c2c(=O)n(C(C)CC)cnc21 (centres undefined) | 1% | 77%[activator] | -1% | 33% | -14% | 2 | 56%[activator] | 7% | i
CN(C)CCCNC(=O)c1cc(C(=O)c2c(Cl)cccc2Cl)c[nH]1 | 2% | -4%[57.1 µM] | -8% | -2% | -25% | -3 | -7% | -10% | 5%
Cc1ccc(S(=O)(=O)N2CCCCC2)cc1NC(=S)NC(=O)c1ccco1 | 15% | -3% | 13% | ? | 4% | -9 | 18% | -1% | -4%
CNC(=S)N/N=C(\C)c1cccc(C(F)(F)F)c1 | 19% | -6% | 1% | 4% | -10% | 3 | 14% | 1% | -7%
N#CCCN(C(=O)COC(=O)COc1ccc(Cl)cc1)c1ccccc1 | 5% | 10%[57.1 µM] | -9% | 18%[57.1 µM] | -23% | 2 | 27% | 2% | -5%
COc1ccc(C=C2C(=O)c3ccccc3C2=O)cc1O | 3% | -2%[57.1 µM] | 2% | -21%[57.1 µM] | ? | ? | ? | 4% | ?
